# Large T inhibition: TAg ATPase/helicase activity blockers – biochemical (AID 1903); SV40 large T antigen ATPase/helicase inhibition assay; higher % means a stronger effect; inhibition, % at 20 µM, or IC50 in µM where a hit was titrated; 310,000 tested, 0.39% active; in the data active = a potency from the dose series; inconclusive = inhibition mostly from about 32% at the one dose, without a potency; inactive = the rest, 99 in 100 with inhibition below about 32%; note: strong numbers were not always called active
# Rac1 GTP hydrolysis: MgcRacGAP GTPase-activating activity inhibitors, confirmation, biochemical, ADP Hunter fluorescence | MgcRacGAP-stimulated Rac1 GTP hydrolysis, ADP Hunter fluorescence; higher % means a stronger effect; GST-tagged Rac1 F28L mutant substrate | one-dose inhibition, % at 30 µM; IC50 in µM for titrated hits | 340,000 tested, 0.6% active;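 active = first-screen hits whose inhibition reached a set limit at any dose in the follow-up dose series; inconclusive = inhibition above the set first-screen limit but never retested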;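 note: fluorescence reports GDP produced by GAP-driven GTP hydrolysis; strong numbers were not always called active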
# b-catenin transl: alters nuclear translocation of beta-catenin in HeLa cells. 190,000 tested, 0.3% active. AID 1665. nuclear translocation activity, % at 5 µM. immunofluorescence imaging;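 active = nuclear translocation activity above 50% at 5 µM, with a well cell count of 50 or more; inconclusive = wells under 50 cells across six images, flagged as toxic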;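 note: per-cell ratio of nuclear to cytoplasmic median beta-catenin stain intensity; plate controls were DMSO negative control for no effect and GSK-3 inhibitor IX positive control for full effect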
#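 Test system: human HeLa cells, endogenous beta-catenin. Times: 24 h compound exposure, 37°C. Measured by: beta-catenin immunofluorescence imaging with DAPI.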
# T cell HTS: T cell immune modulation candidate | calls only at 7 µM | 330,000 tested, 0.068% active | 2C CD8+ T cell-vesicle binding, flow cytometry; stronger effect = lower value;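 active = response, share of CD8 T cells binding vesicles, and their 90th percentile fluorescence all below set limits, cut at about 80% in these data, passing the limit was not always enough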
#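 Benchmarks: naked versus QL9-loaded vesicles / Assay system: purified 2C TCR transgenic mouse naive CD8+ T cells / Technique: high-throughput flow cytometry with anti-B7-1 and anti-CD8 staining / Timing: Cell–vesicle co-incubation 1.5 h at 37 °C, staining 20 min on ice / Read-out: percent CD8+ FL2 mean versus row control / Probe or stimulus: QL9-loaded Drosophila micro-vesicles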
# Myeloid diff MLP: compounds promoting myeloid differentiation. calls only at 10 µM. AID 624256. ER-HoxA9 myeloid progenitors, lysozyme-GFP differentiation, flow cytometry. 360,000 tested, 1% active;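 active = normalized GFP-positive differentiation at or above the plate's own cutoff, the solvent-only control mean plus 3 SD; inconclusive = no clear call, values can overlap the other calls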;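 note: cells exposed to compound for four days before flow analysis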
# PhoP inhibition: inhibitors of PhoP regulon expression, primary screen, Salmonella Typhimurium, GFP reporter (AID 1863). one-dose inhibition, % at 50 µM; IC50 in µM for titrated hits. 300,000 tested, 0.16% active. S. Typhimurium PhoP-regulated promoter GFP reporter, 4 h; higher % means a stronger effect;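 active = inhibition over 29.93%, a cutoff 3 SD above the screen mean, later confirmed by dose response; inconclusive = inhibition over 29.93% but no dose response follow-up; inactive = inhibition at most 29.93% or unconfirmed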;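 note: 0% = low Mg2+ inducing control and 100% = high Mg2+ repressing control; strong numbers were not always called active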
# RSV CPE inhibition: inhibition of RSV-induced cytopathic effect – HEp-2 cells, primary 10 µM value included (AID 2391); HEp-2 cells, RSV-induced CPE inhibition; higher % means a stronger effect; CPE inhibition, % at 10 µM; hits with a dose series show IC50 in µM; 310,000 tested, 0.13% active; in the data active = a potency from the dose series; inconclusive = CPE inhibition mostly from about 23% at the one dose, without a potency; inactive = the rest, 99 in 100 with CPE inhibition below about 21%; note: strong numbers were not always called active
# West Nile virus CPE: West Nile virus antiviral activity, cell-based, CPE readout (AID 1621); 290,000 tested, 0.02% active; CPE inhibition, % at 10 µM, or IC50 in µM where a hit was titrated; West Nile virus-infected cells, CPE inhibition; higher % means a stronger effect; in the data active = a potency from the dose series; inconclusive = CPE inhibition mostly from about 3.7% at the one dose, without a potency; inactive = the rest, 99 in 100 with CPE inhibition below about 2.2%; note: strong numbers were not always called active
# WT yeast gro inh: growth inhibition of WT yeast, mitochondrial fusion screen | mitochondrial fusion phenotypic screen, WT strain | inhibition, % at 10 µM | 190,000 tested, 2.1% active; in the data active = inhibition above about 58%; tested in S. cerevisiae
# WT yeast gro inh mutant strain: second read-out of WT yeast gro inh, no call of its own (marks repeat the call); inhibition, %; mitochondrial fusion phenotypic screen, mutant strain inhibition
# b-catenin transl cell count 5 µM: second read-out of b-catenin transl, no call of its own (marks repeat the call); cell count; measured here: cell count, cytotoxicity flag
# T cell HTS vesicle-bound %: also measured in T cell HTS; calls as there; double positive events, %; measured here: CD8+ vesicle-bound cell fraction;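 binding gate set so that unloaded-vesicle control wells show 10% double positive cells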
# Myeloid diff MLP GFP+ MAC1+ %: also measured in Myeloid diff MLP; calls as there; GFP+ MAC1+ double positive, %; measured here: differentiation confirmed by MAC1 staining
# Numbers without * were called inactive; i = inactive; u = inconclusive; x = no result given.
SMILES,Large T inhibition,Rac1 GTP hydrolysis,b-catenin transl,b-catenin transl cell count 5 µM,T cell HTS,T cell HTS vesicle-bound %,Myeloid diff MLP,Myeloid diff MLP GFP+ MAC1+ %,PhoP inhibition,RSV CPE inhibition,West Nile virus CPE,WT yeast gro inh,WT yeast gro inh mutant strain
COc1cccc(NC(=O)NCCCN2CCN(c3ccc(F)cc3)CC2)c1,-8%,3%,0.5,1329,i,35,i,0.3,30%,-0.6%,-0.3%,1,2
CCCCCC(=O)NC(=S)Nc1ccc2oc(=O)ccc2c1,-2%,6%,-1.8,1094,i,27,i,0.3,3%,-1.6%,-0.3%,27,21
S=C(Nc1ccccc1Cl)N1CCCCCC1,7%,9%,-3.9,1082,i,58,i,0.4,11%,0.2%,-0.2%,6,11
Cc1csc(=O)n1CC(=O)OCC(=O)Nc1cc(S(=O)(=O)N2CCOCC2)ccc1Cl,14%,2%,x,x,i,34,i,1.0,-3%,-0.5%,x,x,x
OCCN1CCN(c2cc(C(F)(F)F)nc3ccccc23)CC1,9%,6%,1.0,1299,i,48,i,0.5,-6%,x,0.0%,x,x
COc1ccc(CC(=O)N2CC3(C)CC2CC(C)(C)C3)cc1OC (stereo unspecified),2%,6%,-1.8,1181,i,28,x,x,1%,-0.3%,-0.4%,-5,7
CC(NC(=S)NNS(=O)(=O)c1ccc(C(C)(C)C)cc1)c1ccccc1 (stereo unspecified),13%,2%,0.2,1386,i,4,i,0.8,-7%,2.9%,0.0%,x,x
COC(=O)CSc1nnc(-c2cccs2)n1-c1ccc(Cl)cc1,10%,6%,x,x,i,23,i,0.5,-1%,2.5%,-0.2%,9,12
CCOCCCNC(=S)N(CCCN(C)C)Cc1cc2cc3c(cc2[nH]c1=O)OCCO3,27%,12%,x,x,i,34,i,0.8,8%,-2.5%,-0.2%,x,x
O=C1CC(c2ccccc2)CC(=O)C1=CN1CCCC1 (stereo unspecified),21%,x,-1.4,1340,i,33,i,0.7,1%,3.3%,0.4%,x,x
COC(=O)c1ccc2c(=O)n(CCCCCC(=O)N3CCN(c4ccccc4)CC3)c(=O)[nH]c2c1,1%,6%,x,x,i,11,i,0.7,-4%,11%,u,-13,-9
COc1ccccc1CCC(=O)OCC(=O)Nc1ccc(C(N)=O)cc1,6%,-2%,x,x,i,10,i,1.0,3%,3.5%,1.3%,x,x
CC1CCCN(C(=O)CCc2nnc(-c3ccc4c(c3)OCO4)o2)C1 (stereo unspecified),13%,6%,x,x,i,10,i,0.6,-3%,2.0%,-0.3%,x,x
CC(C)(C)C(=O)Nc1ccc(N=Nc2ccccc2)cc1,0%,3%,-2.5,1055,i,45,i,0.2,5%,1.1%,0.1%,-11,1
Cc1cc(C)nc(/N=C2\NC(=O)CC(C(=O)O)N2CCc2c[nH]c3ccccc23)n1 (stereo unspecified),11%,7%,x,x,i,25,i,1.4,-3%,2.0%,-0.1%,3,0
COc1ccc(-c2nc(SCc3ccccc3)n(C(=O)c3ccco3)n2)cc1,2%,7%,0.4,1072,i,44,i,1.7,6%,8.0%,0.4%,13,23
COc1cccc(NC(=S)N2CCCC2)c1,17%,10%,-4.9,559,i,30,i,0.3,-9%,2.2%,0.4%,7,5
COCc1nc2ccccc2n1CCOc1ccccc1OC,11%,4%,1.5,779,i,11,i,0.5,-3%,5.4%,-0.9%,20,-26
Cc1c(Cl)ccc(S(=O)(=O)N2CCN=C2c2ccccc2)c1Cl,3%,5%,-2.7,500,i,37,i,1.3,-7%,7.3%,-1.3%,2,-12
C=CCN(c1ccccc1)S(=O)(=O)c1cccc(C(=O)Nc2cccc(C)n2)c1,-3%,8%,x,x,i,45,i,0.3,-1%,19%,x,x,x

# Some of these compounds in order of count of non-hydrogen atoms, lowest first:
SMILES,Large T inhibition,Rac1 GTP hydrolysis,b-catenin transl,b-catenin transl cell count 5 µM,T cell HTS,T cell HTS vesicle-bound %,Myeloid diff MLP,Myeloid diff MLP GFP+ MAC1+ %,PhoP inhibition,RSV CPE inhibition,West Nile virus CPE,WT yeast gro inh,WT yeast gro inh mutant strain
COc1cccc(NC(=S)N2CCCC2)c1,17%,10%,-4.9,559,i,30,i,0.3,-9%,2.2%,0.4%,7,5
Cc1cc(C)nc(/N=C2\NC(=O)CC(C(=O)O)N2CCc2c[nH]c3ccccc23)n1 (stereo unspecified),11%,7%,x,x,i,25,i,1.4,-3%,2.0%,-0.1%,3,0
CCOCCCNC(=S)N(CCCN(C)C)Cc1cc2cc3c(cc2[nH]c1=O)OCCO3,27%,12%,x,x,i,34,i,0.8,8%,-2.5%,-0.2%,x,x

# (listing goes on)
SMILES,Large T inhibition,Rac1 GTP hydrolysis,b-catenin transl,b-catenin transl cell count 5 µM,T cell HTS,T cell HTS vesicle-bound %,Myeloid diff MLP,Myeloid diff MLP GFP+ MAC1+ %,PhoP inhibition,RSV CPE inhibition,West Nile virus CPE,WT yeast gro inh,WT yeast gro inh mutant strain
O=C(CSc1nnc(COc2ccccc2)n1-c1ccccc1)c1ccccc1,-3%,11%,2.3,1341,i,15,i,0.7,-1%,2.0%,-1.6%,10,-22
Cc1cc2c(cc1S(=O)(=O)N1CCN(c3ccc(Cl)cc3)CC1)OCCN2C,11%,5%,x,x,i,26,i,3.8,x,32%,-1.4%,x,x
Cc1ccc2c(COC(=O)c3ccccc3OC(F)F)cc(=O)oc2c1,2%,4%,x,x,i,35,i,0.4,-2%,3.2%,-0.5%,x,x
NC(=O)c1cccnc1Oc1ccc(Cl)cc1,3%,3%,-0.4,1273,i,55,i,0.7,-1%,0.2%,-0.1%,x,x
O=c1[nH]c(C2CCN(S(=O)(=O)c3ccc(C(F)(F)F)cc3)CC2)nc2c1nnn2Cc1ccccc1,30%,4%,x,x,i,46,i,0.7,-2%,18%,-1.1%,x,x
O=C(O)CSC1CC(=O)N(c2cccc(Cl)c2)C1=O (stereo unspecified),2%,3%,1.7,1146,i,30,i,1.0,2%,0.7%,0.1%,-20,-6
CC(C)CCNCC1OCc2ccccc2CO1,13%,7%,0.7,1203,i,41,i,0.6,-4%,0.0%,-0.5%,1,14
Cc1ccc(NC(=O)Nc2ccc3c(c2)C(=O)OC3)cc1Cl,3%,x,0.5,1308,i,17,i,0.7,-11%,1.6%,0.0%,x,x
O=[N+]([O-])c1ccc2[nH]c(O)c(N=NC3CS(=O)(=O)CC3O)c2c1 (stereo unspecified),11%,21%,0.7,1429,i,14,i,0.1,-4%,1.0%,-0.2%,x,x
O=C1C=C(c2ccc(F)cc2OCc2ccccc2)C[C@@H](c2ccc(Cl)cc2)C1,x,11%,x,x,i,29,i,1.6,x,-0.3%,x,x,x
Cc1cccn2cc(CCNC(=O)c3ccco3)nc12,3%,5%,-2.2,1075,i,34,i,0.8,12%,2.2%,-0.4%,-10,-15
Cc1ccc(C(=O)OCC(=O)NCc2ccco2)cc1,-4%,2%,x,x,i,54,i,1.5,23%,0.8%,0.3%,10,9
O=C(O)CCCCCCCCCCCNC(=O)NC12CC3CC(CC(C3)C1)C2,x,5%,x,x,i,18,i,0.5,x,4.7%,x,x,x
COc1ccc(OC)c(-c2csc(NC(=O)CSc3ccccc3)n2)c1,11%,6%,1.4,948,i,46,i,1.2,1%,u,-1.1%,44,26
CC1(C)Oc2ccc(C(=O)Nc3ccccc3)cc2N(CC#N)C1=O,2%,4%,x,x,i,22,i,1.9,7%,3.4%,-0.2%,x,x
CCCc1cc(=O)oc2cc(OCC(=O)NCCCn3ccnc3)ccc12,6%,6%,x,x,i,7,i,4.1,-4%,-3.0%,-0.6%,x,x
CC(=O)C1=C(O)C(=O)N(Cc2ccco2)C1c1cccc(F)c1 (stereo unspecified),17%,7%,0.3,1077,i,47,i,0.1,5%,7.7%,0.5%,-2,6
COc1ccc(Cc2nnc(SCC(=O)Nc3ccc(C)cc3)n(N)c2=O)cc1,7%,-2%,x,x,i,50,i,0.9,-7%,-2.5%,x,x,x
O=C(O)CCC(NC(=S)Nc1ccccc1)C(=O)O (stereo unspecified),6%,9%,-0.4,1370,i,6,i,0.2,-11%,-0.9%,0.4%,x,x
Cc1cc(OCC(=O)Nc2ccncc2)ccc1Cl,6%,8%,x,x,i,40,i,0.5,-4%,17%,-0.1%,x,x
CCCCn1nc(C(=O)NC2=NCCS2)c2ccccc2c1=O,6%,11%,-8.0,1128,i,32,i,1.6,1%,0.5%,0.3%,0,1
COCC(=O)Nc1nc2n(n1)C(c1ccc(OC)cc1)CC(c1ccc(OC)cc1)N2 (stereo unspecified),1%,10%,-6.7,1191,x,x,i,0.5,0%,x,-0.7%,6,11
O=C1CC(c2ccc(Cl)cc2)CC(O)=C1C=NCCN1CCNCC1 (stereo unspecified),-20%,x,-2.2,1154,i,28,x,x,-4%,5.5%,0.1%,-3,2
O=C(CCn1c(=O)[nH]c2ccsc2c1=O)N1CCN(c2ccc([N+](=O)[O-])cc2)CC1,3%,2%,x,x,i,22,i,1.2,1%,12%,-0.2%,x,x
COc1cc(OC)cc(-c2c(-c3ccc(F)cc3)c3cc(-c4ccc5cc[nH]c5c4)ccc3n2C)c1,x,9%,x,x,i,24,i,1.9,x,-0.1%,x,x,x
COc1ccc2oc(=O)c(C(=O)OCc3ccccc3)cc2c1,8%,13%,x,x,i,20,i,0.2,-6%,0.3%,-0.3%,x,x
CC1=NN(C(C#N)c2ccccc2C)C(C)(C)C1 (stereo unspecified),-2%,3%,-6.2,1041,i,55,i,0.7,1%,1.6%,0.3%,-6,-2
CCOC(=O)N1CCN(C(=O)CCCCn2c(=S)[nH]c3ccsc3c2=O)CC1,7%,-5%,0.0,1079,i,34,i,0.5,2%,0.5%,0.8%,14,22
Cc1cc(C)nc(NC(=O)NS(=O)(=O)N2CCCCCC2)n1,5%,7%,-5.1,1192,i,55,i,0.7,6%,0.5%,0.0%,-1,-14
CCC(C)N(C(=O)COC(=O)c1ccc(=O)n(Cc2ccccc2)n1)C1CCS(=O)(=O)C1 (stereo unspecified),12%,3%,x,x,i,16,i,1.2,-8%,-1.4%,x,x,x
C=CCNC(=O)COC(=O)CNC(=O)c1cc(Cl)cc([N+](=O)[O-])c1,2%,1%,-1.6,1053,i,42,i,0.7,-9%,1.8%,-0.4%,-7,11
CCn1c2ccccc2c(=O)c2ccccc21,4%,5%,2.1,908,i,24,i,1.1,7%,1.8%,-0.6%,14,18
